# Screening results as filed in PubChem.
# NOD2 inhibition: inhibition of NOD2-driven NF-kB reporter – cell-based, luminescence, uHTS, HEK293 (AID 1566) | HEK293 NOD2/NF-kB luciferase reporter, luminescence; higher % means a stronger effect | inhibition, % at 4 µM, or EC50 in µM where a hit was titrated | 290,000 tested, 0.63% active; in the data active = inhibition above about 50%; note: many of its hits are not listed in these tables
# NOD1 inhibition: inhibition of NOD1-driven NF-kB reporter – cell-based, luminescence, uHTS, primary screen (AID 1578); 290,000 tested, 1% active; inhibition, % at 4 µM; hits with a dose series show EC50 in µM; NOD1-driven NF-kB luciferase reporter cells, luminescence; higher % means a stronger effect; in the data active = inhibition mostly above about 36%, no sharp cut-off; inactive = mostly below about 34%;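 note: HEK-293T reporter cells stimulated with the NOD1 agonist gamma-tri-DAP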
# Active calls of the source: *.
SMILES,NOD2 inhibition,NOD1 inhibition
CCN1CCN(C(=O)CSc2nc3c(c(=O)n(C)c(=O)n3C)n2C)CC1,0%,-13%
Cc1ccc(CCNC(=O)CNS(=O)(=O)c2ccc3nc(C)sc3c2)cc1,12%,-19%
Cc1ccc(-n2nc3c(c2NC(=O)CC(C)C)CS(=O)(=O)C3)cc1,6%,-35%
COc1ccc(C/C(=N\OC(C)=O)c2ccc(OC)cc2)cc1,-14%,-4%
O=C(O)c1ccc(NS(=O)(=O)c2ccc(N3C(=O)CCC3=O)cc2)cc1,26%,-14%
COc1ccc(C2C(C(C)=O)=C(O)C(=O)N2c2ccc(Br)cc2)cc1 (centres undefined),-46%,52%
CC(C)(C)C(=O)N1CCN(c2nc3ccc(Cl)cc3s2)CC1,-5%,4%
CN(CC(=O)Nc1cccc(F)c1)C(=O)c1ccc(OCC2CCCO2)cc1 (centres undefined),4%,-24%
O=c1ccc2cc3ccoc3cc2o1,12%,-11%
COc1cccc(CN2CC(C(=O)N(C)CCCC3CCCC3)CCC2=O)c1 (centres undefined),-2%,-15%
CC1=C(C(=O)OCC2CCCCC2)C(c2ccc(O)cc2)NC(=O)N1 (centres undefined),15%,-2%
CCCCn1c(N)c(N(CCC(C)C)C(=O)c2cc(-c3ccco3)nc3ccccc23)c(=O)[nH]c1=O,8%,-28%
CC(SCc1ccccc1)C(=O)Nc1ccccc1Br (centres undefined),0%,-8%
CCn1ncc(CN2CCC(Oc3ccc(C(=O)N4CCCC4)cc3)CC2)c1C,-3%,-16%
O=C(Nc1cccc(C(=O)Nc2cccc(Br)c2)c1)c1ccccc1,7%,-24%
CC(OC(=O)Cn1[nH]c(=O)c2ccccc2c1=O)C(=O)c1ccccc1 (centres undefined),14%,-2%
CCOc1ccc(CNC(=O)CCCN2C(=O)C(c3ccccc3)Oc3cccnc32)cc1 (centres undefined),11%,-22%
CCn1cc(S(=O)(=O)c2ccc(Cl)cc2)c(=O)c2cc(OC)ccc21,15%,-17%
COc1ccccc1C(=O)NC(=S)NC12CC3CC(CC(C3)C1)C2,-1%,-4%
COc1cccc(CN(CC(=O)NC2CCCCC2)C(=O)c2csnn2)c1,-29%,-32%
CSc1ccccc1OCc1cc(C(=O)NCCCn2nc(C)cc2C)no1,2%,-5%
CCn1cc(S(=O)(=O)N2CCCC2)cn1,-19%,11%
Cc1ccc(C(C)(C)NC(=O)C2CCC(=O)N(C3CCCCCC3)C2)cc1 (centres undefined),-31%,-62%
O=C(NCCCNC(=O)c1cnccn1)c1ccc(Br)cc1,4%,10%
COc1ccc(-n2c(=S)[nH]c3cc(C(=O)Nc4ccccc4OC)ccc3c2=O)c(OC)c1,18%,15%

# Next section:
SMILES,NOD2 inhibition,NOD1 inhibition
CCc1c(C)nc2nc(SCc3ccccc3)[nH]n2c1=O,16%,0%
COc1cc2c(cc1OC)CN(C(=O)CNC(=O)c1ccc(OC(F)F)cc1)CC2,-10%,-25%
N#CC1=C(N)Oc2cc(O)c(Cl)cc2C1c1ccccc1F (centres undefined),0%,-8%
COc1ccccc1C(=O)NNC(=O)c1ccccc1,-7%,-20%
COc1ccccc1CCC(=O)OCc1csc(CC(=O)Nc2ccccc2C)n1,-4%,14%
COc1ccc2nc(/N=C/c3cccc(OC)c3O)sc2c1,-13%,-6%
CN(C)S(=O)(=O)c1ccc(S(=O)(=O)N2CCCC(C(=O)NC3CCCC3)C2)cc1 (centres undefined),28%,8%
COc1ccc2[nH]c(=O)c(CN(C(=O)C(C)C)c3ccccc3OC)cc2c1,13%,-22%
COc1ccc(NC(=O)CSc2nnc(NC(=O)c3ccco3)s2)cc1OC,-9%,-10%
CC(NC(=O)c1ccccc1F)c1nnc(SCC(=O)NC2CCCCC2)n1C (centres undefined),0%,-12%
CC(C(=O)N1CCN(c2ccccc2)CC1)c1ccc([N+](=O)[O-])cc1 (centres undefined),12%,-24%
O=C1NC2=C(C(=O)CCC2)C(c2ccc(OC(F)F)cc2)N1 (centres undefined),-7%,8%
COc1cccc(CNc2cc(C)ccn2)c1O,-15%,4%
O=C(CSc1nc2ccccc2[nH]1)NCc1ccccc1,-35%,72%
O=S(=O)(c1ccccc1)c1nnn2c1nc(NC1CCN(Cc3ccccc3)CC1)c1cc(Cl)ccc12,26%,-7%
O=C1NCCCCC1NS(=O)(=O)c1ccc(Cl)cc1 (centres undefined),8%,-3%
COc1ccc(C(=O)NNC(=O)CSc2nnnn2-c2cc(OC)cc(OC)c2)cc1,17%,2%
Cn1c2ccccc2c(=O)c2ccc(C#Cc3ccc(N)cc3)cc21,6%,11%
CCOc1ccccc1/C=C/c1onc(C)c1S(=O)(=O)N1CCC(C(=O)NC(C)(C)C)CC1,-3%,-14%
O=C(Nc1cccc(NC(=O)c2ccccc2Cl)c1)c1ccc([N+](=O)[O-])o1,24%,50%
Cc1cc(C)n(C(C)CC(=O)N2CCc3ccccc32)n1 (centres undefined),14%,-15%
COc1ccc(OC)c(C2c3[nH]c4ccccc4c3C[C@H]3C(=O)N(CCCOC(C)C)CC(=O)N23)c1 (some centres undefined),-5%,2%
COc1cc(OC)c(OC)cc1/C=N/n1c(COc2ccccc2)n[nH]c1=S,10%,-2%
C/C(=N\NC(=O)c1nnn(-c2nonc2N)c1C(C)C)c1ccc2ccccc2c1,-13%,16%
CC1CCc2c(sc3[nH]c(=S)n(C)c(=O)c23)C1 (centres undefined),-17%,-3%

# Continuation:
SMILES,NOD2 inhibition,NOD1 inhibition
COCCn1c(=N)c(S(=O)(=O)c2ccc(Br)cc2)cc2c(=O)n3ccccc3nc21,-34%,-24%
Cc1cc(C(=O)Nc2ccc(CC(=O)O)cc2)c(C)o1,17%,8%
Cc1ccc(C(C(=O)NC2CCCCC2)N(C(=O)c2csnn2)c2ccccc2F)o1 (centres undefined),14%,-6%
CCOC(=O)c1cnc(SSc2ncc(C(=O)OCC)c(N)n2)nc1N,13%,-10%
CC(C)C(NC(=O)c1ccco1)C(=O)OCC(=O)c1ccccc1 (centres undefined),13%,5%
COc1ccc2nc(N3CCCC(C(=O)NCCCN4C(C)CCCC4C)C3)sc2c1 (centres undefined),-6%,-25%
Cc1cc(OCC(=O)Nc2ccc3oc(=O)ccc3c2)ccc1Cl,12%,-12%
COc1ccc(CN(CC(=O)NCCc2ccccc2)C(=O)CCC(=O)Nc2cc(C)ccn2)cc1,-1%,0%
COc1ccc(S(=O)(=O)Nc2ccccc2C(=O)N2CCCC2)cc1C,-5%,-21%
Cc1cccc(NC(=S)N2CCN(c3ccccc3F)CC2)c1C,-20%,-12%
CCOc1ccc(-c2cccc(NC(=O)COc3ccccc3)c2)nn1,10%,-16%
N#C/C(=C/c1ccccc1OCc1ccc(F)cc1)c1ccc(C(=O)O)cc1,4%,-29%
CCOCCCN(C(=O)c1snc(C(N)=O)c1N)C(C(=O)NC1CCCC1)c1ccc(F)cc1 (centres undefined),-9%,-26%
Cc1cc(C(=O)CSc2ccccc2)cc(C)c1O,-25%,5%
CCOc1ccc(NC(=O)CCC(=O)c2ccc(OC)cc2)cc1,-13%,-1%
CN(Cc1ccccc1)c1nc2c(c(=O)[nH]c(=O)n2C)n1Cc1ccccc1F,0%,-5%
CN(C)S(=O)(=O)n1cc(/C=C(\NC(=O)c2ccccc2)C(=O)NCCCN2CCOCC2)c2ccccc21,24%,-7%
CC1CCN(C(=O)/C(=C\c2ccco2)NC(=O)c2ccccc2)CC1,11%,-9%
CCOC(=O)c1ccccc1NC(=O)C1CC(=O)N(C(C)(C)C)C1 (centres undefined),9%,-32%
O=C(Nc1ccncc1)c1ccc(Br)cc1,22%,-1%
COc1ccc(C)cc1NC(=O)C1CCN(C(=O)c2ccc(C(C)(C)C)cc2)CC1,6%,2%
CC(=O)Nc1ccc(N(C(=O)c2ccccn2)C(C(=O)NC2CCCCC2)c2ccc(F)cc2)cc1 (centres undefined),3%,7%
CCc1[nH]nc(C(=O)NC2CCCN(Cc3ccccc3F)C2)c1C (centres undefined),8%,-8%
COc1ccc(OC)c(NC(=O)c2cc(-c3cc(C)cc(C)c3O)n[nH]2)c1,-11%,-8%
CC1CCc2c(sc3nc(C(C)(C)C)nc(N4CCN(C(=O)CCl)CC4)c23)C1 (centres undefined),15%,30%

# Given as labelled records: 4 of the compounds above
canonical_smiles: COc1cccc(CN(CC(=O)NC2CCCCC2)C(=O)c2csnn2)c1
  NOD2 inhibition: -29% | NOD1 inhibition: -32%

canonical_smiles: CSc1ccccc1OCc1cc(C(=O)NCCCn2nc(C)cc2C)no1
  NOD2 inhibition: 2% | NOD1 inhibition: -5%

canonical_smiles: CCn1cc(S(=O)(=O)N2CCCC2)cn1
  NOD2 inhibition: -19% | NOD1 inhibition: 11%

canonical_smiles: Cc1ccc(C(C)(C)NC(=O)C2CCC(=O)N(C3CCCCCC3)C2)cc1 (centres undefined)
  NOD2 inhibition: -31% | NOD1 inhibition: -62%

# Next section.
SMILES,NOD2 inhibition,NOD1 inhibition
CCOC(=O)C1=C(COC(=O)/C=C/c2cccc(OC)c2)NC(=O)NC1C (centres undefined),10%,-20%
COc1cc(/C(C)=C/c2ccccc2)c2c(c1)oc1ccccc12,2%,-2%
O=[N+]([O-])c1ccc(Cl)cc1N/N=C/c1ccncc1,5%,-4%
Cc1cccnc1NC(=O)CCc1nnc2ccc(NCc3ccco3)nn12,7%,6%
COc1ccc(S(=O)(=O)N2CCC(C(=O)NCc3cccnc3)CC2)cc1C,-12%,-19%
CCCCCOc1ccc(/C(C)=N/NC2=NCCN2)cc1,-40%,-20%
C=CCN(CC=C)C(=O)C1CCN(S(=O)(=O)c2ccc(N3CCCC3=O)cc2)CC1,8%,-25%
CC(=O)N1CCCc2cc(S(=O)(=O)Nc3ccccc3C)ccc21,10%,-24%
CCc1nnc(NS(=O)(=O)c2ccc(NC(=O)c3cccc(OC)c3)cc2)s1,18%,-9%
Cc1ccc(S(=O)(=O)CCC(=O)c2cccc([N+](=O)[O-])c2)cc1,-16%,35%
O=C(OCC(=O)c1ccc(Cl)cc1Cl)c1cnccn1,9%,-20%
COc1ccc(CCNC(=O)CCC(=O)N2CC(C)Oc3ccccc32)cc1OC (centres undefined),6%,-14%
O=C(CN(C(=O)c1csnn1)c1ccccc1Cl)NC1CCCCC1,10%,-50%
O=C(Nc1ccccc1OC(F)F)c1ccc(S(=O)(=O)N2CCOCC2)cc1,-3%,-32%
O=S(=O)(c1ccc2[nH]c3c(c2c1)CCCC3)N1CCCCC1,14%,15%
CC1(C)Cc2ccccc2C(=NC(Cc2ccccc2)C(=O)O)N1 (centres undefined),14%,8%
O=C(Nc1cccc2ccccc12)NC(Cc1ccccc1)C(=O)O (centres undefined),15%,0%
Oc1ccc(/C=N/N2CCN(Cc3ccccc3)CC2)cc1,4%,-19%
Cc1ccc(OS(=O)(=O)c2c(C)nn(C)c2Cl)c(C)c1,6%,-19%
COc1ccc(N2CCN(C(=O)CCC(=O)N3CC(C)Oc4ccc(C)cc43)CC2)cc1 (centres undefined),-12%,-13%
CCN(CC)S(=O)(=O)c1ccc2c(c1)nc(-c1ccccn1)n2C,-22%,-27%
O=C(NNc1c2ccccc2nc2ccccc12)c1ccc(Cl)cc1,28%,-9%
CCOC(=O)C1=C(COC(=O)Cc2ccccc2)NC(=O)NC1C (centres undefined),-3%,-11%
Cn1ncc(Br)c1NC(=O)Nc1ccc(Cl)cc1,-11%,-15%
Cc1c(C)c(C)c(C(=O)c2ccc(NC(=O)c3ccccc3C(=O)O)cc2)c(C)c1C,8%,-7%

# Additional structures.
SMILES,NOD2 inhibition,NOD1 inhibition
CCN(CC)CCCN(C(=O)c1ccccc1C)c1nc(-c2ccc(OC)cc2)cs1,8%,-19%
O=C(CN1CCCCC1)N1CCN(c2ccccc2)CC1,3%,-3%
CCOc1ccccc1NC(=O)NNC(=O)c1ccc2ccccc2c1,2%,-4%
CC(C)N(Cc1nccn1C)C(=O)c1ccc2oc(Cc3ccccc3)nc2c1,21%,-10%
O=C(O)c1ccccc1C(c1ccc(O)cc1)c1ccc(O)cc1,2%,-9%
O=C(O)c1cccc(NS(=O)(=O)c2cccc(C(=O)Nc3ccccc3[N+](=O)[O-])c2)c1,4%,-16%
COc1ccc2c3c(cccc13)C(=O)CC2,10%,-6%

# Filtered by structure, the entries above with a Cl atom
SMILES,NOD2 inhibition,NOD1 inhibition
CC(C)(C)C(=O)N1CCN(c2nc3ccc(Cl)cc3s2)CC1,-5%,4%
CCn1cc(S(=O)(=O)c2ccc(Cl)cc2)c(=O)c2cc(OC)ccc21,15%,-17%
N#CC1=C(N)Oc2cc(O)c(Cl)cc2C1c1ccccc1F (centres undefined),0%,-8%
O=S(=O)(c1ccccc1)c1nnn2c1nc(NC1CCN(Cc3ccccc3)CC1)c1cc(Cl)ccc12,26%,-7%
O=C1NCCCCC1NS(=O)(=O)c1ccc(Cl)cc1 (centres undefined),8%,-3%
O=C(Nc1cccc(NC(=O)c2ccccc2Cl)c1)c1ccc([N+](=O)[O-])o1,24%,50%
Cc1cc(OCC(=O)Nc2ccc3oc(=O)ccc3c2)ccc1Cl,12%,-12%
CC1CCc2c(sc3nc(C(C)(C)C)nc(N4CCN(C(=O)CCl)CC4)c23)C1 (centres undefined),15%,30%
O=[N+]([O-])c1ccc(Cl)cc1N/N=C/c1ccncc1,5%,-4%
O=C(OCC(=O)c1ccc(Cl)cc1Cl)c1cnccn1,9%,-20%
O=C(CN(C(=O)c1csnn1)c1ccccc1Cl)NC1CCCCC1,10%,-50%
Cc1ccc(OS(=O)(=O)c2c(C)nn(C)c2Cl)c(C)c1,6%,-19%
O=C(NNc1c2ccccc2nc2ccccc12)c1ccc(Cl)cc1,28%,-9%
Cn1ncc(Br)c1NC(=O)Nc1ccc(Cl)cc1,-11%,-15%

# These rows are one share of the data; the hit share may differ from the screen's.
